Assay outcomes as filed in PubChem BioAssay.
mIAP block – inhibitors of mouse IAP, primary screen, biochemical, luminescence, uHTS. intestinal alkaline phosphatase [Mus musculus]. purified mouse IAP, CDP-Star luminescence, 30 min. inhibition, % at 10 µM. 330,000 tested, 0.2% active;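 active = inhibition of at least 40% at 10 µM in the primary screen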;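 also: plate controls were DMSO with enzyme for no effect and no enzyme wells for full effect; values of inactives mirror those of a sister screen read the other way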
TIM10 inh – growth inhibitors of isogenic TIM10 control yeast, primary screen, counter-screen for tim10-1 yeast inhibitor project, luminescence, uHTS; 330,000 tested, 1.4% active; inhibition, % at 10 µM; AID 463195, 2010; S. cerevisiae TIM10 strain growth, BacTiter-Glo luminescence, 24 h;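 active = inhibition of 40% or more at the single tested concentration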;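 also: wild-type TIM10 isogenic control strain grown at permissive 25 °C; 0% = DMSO yeast wells and 100% = minimal medium wells without yeast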
hIAP inh – human IAP inhibitors, primary screen, biochemical, luminescence, uHTS. Intestinal-type alkaline phosphatase (Homo sapiens), P09923. purified IAP, CDP-Star luminescence, 30 min. inhibition, % at 10 µM. 330,000 tested, 0.12% active;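 active = inhibition reaching a set limit with compound at 10 µM in the primary screen, cut at about 35% in these data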;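 also: plate controls were DMSO wells with enzyme for no effect and no-enzyme buffer wells for full effect; values of inactives mirror those of a sister screen read the other way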
Target sequence (P09923 whole entry, looked up): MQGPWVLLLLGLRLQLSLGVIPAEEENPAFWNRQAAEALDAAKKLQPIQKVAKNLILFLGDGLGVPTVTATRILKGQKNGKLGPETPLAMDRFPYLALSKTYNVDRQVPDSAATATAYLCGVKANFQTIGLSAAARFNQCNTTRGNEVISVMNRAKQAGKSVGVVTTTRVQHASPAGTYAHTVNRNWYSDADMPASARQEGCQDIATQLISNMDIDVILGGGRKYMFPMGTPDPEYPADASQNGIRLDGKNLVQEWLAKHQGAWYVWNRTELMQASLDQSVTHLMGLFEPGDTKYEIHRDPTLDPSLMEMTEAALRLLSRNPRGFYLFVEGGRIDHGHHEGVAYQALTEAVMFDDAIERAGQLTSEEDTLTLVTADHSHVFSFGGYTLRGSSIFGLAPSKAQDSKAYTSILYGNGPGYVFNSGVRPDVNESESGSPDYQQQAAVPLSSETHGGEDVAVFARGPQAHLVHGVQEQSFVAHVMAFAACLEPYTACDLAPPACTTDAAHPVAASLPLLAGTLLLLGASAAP
mIAP activ – activators of mouse IAP, primary screen, biochemical, luminescence, uHTS | intestinal alkaline phosphatase [Mus musculus] | activation factor at 10 µM | AID 2805, 2010 | 330,000 tested, 0.24% active | muIAP, CDP-Star luminescence, 30 min; active compounds read high; 1 = vehicle-only enzyme signal, 0 = enzyme-free wells;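 active = activation factor of at least 2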; also: the source names both 10 and 20 µM as test concentration; values of inactives mirror those of a sister screen read the other way
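Assay system: mouse IAP enzyme; Reagent: CDP-Star chemiluminescent phosphatase substrate; Compound: DMSO-dissolved test compounds; Incubation: 30 min, room temperature; Technique: luminescence from enzymatic CDP-Star hydrolysis; Controls: DMSO-only wells and no-enzyme negative control.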
Apaf-1 inh – inhibitors of human Apaf-1 apoptosome, primary screen, biochemical, DEVD-Rh110 fluorescence, uHTS; Apoptotic protease-activating factor 1 (Homo sapiens), O14727; reconstituted apoptosome caspase-3 activity; inhibition, % at 20 µM; 330,000 tested, 0.71% active; AID 489030, 2010; active = inhibition of at least 40% at 20 µM;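 also: plate controls were DMSO wells for no effect and DEVD-CHO caspase inhibitor wells for full effect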
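System: Apoptosome proteins | Medium: Hepes pH 7.5 with detergent and BSA | Also added: Cytochrome c trigger plus (Z-DEVD)2-Rh110 caspase-3 substrate | Incubation: 30 min compound preincubation, 50 min activation, room temperature | Detection: Rhodamine 110 fluorescence at Ex 480/Em 540 nm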
NALP3 yeast inh – NALP3 inflammasome inhibitors in reconstituted yeast, primary screen, luminescence, uHTS; inhibition, % at 10 µM; 330,000 tested, 0.39% active; AID 2825, 2010; Yeast reconstituted NLRP3/ASC/caspase-1, beta-gal luminescence, 24 h;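 active = inhibition of 50% or more; inactive = inhibition below 50%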;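 also: plate controls were induced DMSO wells for no effect and uninduced yeast grown without galactose for full effect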
tim10-1 inh – growth inhibitors of tim10-1 mutant yeast, primary screen, luminescence, uHTS. inhibition, % at 20 µM. S. cerevisiae tim10-1 ts strain growth, BacTiter-Glo, 24 h. 330,000 tested, 2.2% active. AID 463190, 2010;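 active = inhibition of at least 40%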;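 also: mutant grown at 25 °C; 0% = DMSO wells with yeast and 100% = wells holding no yeast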
hIAP activ – human IAP activators, primary screen, biochemical, luminescence, uHTS; Intestinal-type alkaline phosphatase (Homo sapiens), P09923; purified human IAP, CDP-Star luminescence, 30 min; active compounds read high; 1 = vehicle-only enzyme, 0 = enzyme-free background; activation factor at 10 µM; 330,000 tested, 0.16% active; AID 2524, 2010;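 active = activation factor of the enzyme at least 2-fold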; also: the source names both 10 and 20 µM as test concentration; values of inactives mirror those of a sister screen read the other way
ATG4B inhibitor – ATG4B protease inhibitors, primary screen, biochemical, fluorescence, uHTS. inhibition, % at 8.33 µM. ATG4B cleavage of LC3-PLA2, NBD-HPC fluorescence, 1 h. 340,000 tested, 0.51% active; in the data active = inhibition above about 40%
Target sequence (Q9Y4P1 whole entry, looked up): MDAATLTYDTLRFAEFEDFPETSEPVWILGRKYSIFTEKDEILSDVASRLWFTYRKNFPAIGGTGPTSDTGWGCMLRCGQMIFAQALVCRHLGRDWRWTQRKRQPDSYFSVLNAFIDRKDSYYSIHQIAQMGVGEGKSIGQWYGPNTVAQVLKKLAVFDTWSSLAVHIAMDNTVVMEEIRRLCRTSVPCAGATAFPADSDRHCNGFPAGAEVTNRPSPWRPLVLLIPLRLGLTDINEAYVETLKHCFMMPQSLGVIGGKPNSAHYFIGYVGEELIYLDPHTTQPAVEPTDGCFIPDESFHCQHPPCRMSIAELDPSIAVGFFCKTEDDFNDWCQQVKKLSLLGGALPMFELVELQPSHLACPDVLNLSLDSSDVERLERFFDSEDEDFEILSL
* marks the source's active call; other numbers are inactive results.

Structure	mIAP block	TIM10 inh	hIAP inh	mIAP activ	Apaf-1 inh	NALP3 yeast inh	tim10-1 inh	hIAP activ	ATG4B inhibitor
CCOc1ccccc1-c1nc(C(N)=O)c2[nH]c(=O)n(-c3ccc(F)cc3)c2n1	16	-3	-52	0.84	7	-4	1	1.5	-2
O=C(O)CCCCCNS(=O)(=O)/C=C/c1ccccc1	8	-15	8	0.92	1	13	-18	0.92	-14
CC(C)(C)C(=O)CSc1ccc(S(=O)(=O)N2CCCC2)cn1	3	11	-2	0.97	3	2	22	1	-1
CCOC(=O)c1ccc(S(=O)(=O)Nc2ccc(N3CCOCC3)cc2)cc1	-3	-10	-21	1	13	21	19	1.2	-7
Cc1onc(-c2ccccc2)c1C(=O)N1CCN(C)CC1	2	1	-9	0.98	-21	14	-20	1.1	6
O=C(COC(=O)c1cccnc1Cl)Nc1ccc(S(=O)(=O)N2CCOCC2)cc1	1	4	-5	0.99	3	15	-4	1	-7
O=C1c2ccccc2C(=O)N1c1nc(-c2cccs2)cs1	-10	25	-17	1.1	6	34	25	1.2	59*
Brc1ccccc1OCCCCn1cnc2ccccc21	7	15	-16	0.93	8	18	36	1.2	-2
COc1cc([N+](=O)[O-])cc(/C=N/NC(=O)C(C)Nc2cccc3ccccc23)c1O (centres undefined)	17	15	-33	0.83	93*	6	28	1.3	-2
COc1ccc(C(=O)c2coc3ccc(O)c(CN4CCCCC4)c23)cc1	-2	0	24	1	-4	10	12	0.76	-1
Cc1csc(NC(=O)CCNC(=O)c2ccccc2Cl)n1	-3	-2	-2	1	8	13	3	1	3
CC(=O)OCC1OC(n2ccc3ccccc32)C(OC(C)=O)C(OC(C)=O)C1OC(C)=O (centres undefined)	5	2	-7	0.95	1	9	22	1.1	6

A section from the list above, for reference:
Structure	mIAP block	TIM10 inh	hIAP inh	mIAP activ	Apaf-1 inh	NALP3 yeast inh	tim10-1 inh	hIAP activ	ATG4B inhibitor
CCOc1ccccc1-c1nc(C(N)=O)c2[nH]c(=O)n(-c3ccc(F)cc3)c2n1	16	-3	-52	0.84	7	-4	1	1.5	-2
O=C(O)CCCCCNS(=O)(=O)/C=C/c1ccccc1	8	-15	8	0.92	1	13	-18	0.92	-14
CC(C)(C)C(=O)CSc1ccc(S(=O)(=O)N2CCCC2)cn1	3	11	-2	0.97	3	2	22	1	-1

The list goes on:
Structure	mIAP block	TIM10 inh	hIAP inh	mIAP activ	Apaf-1 inh	NALP3 yeast inh	tim10-1 inh	hIAP activ	ATG4B inhibitor
COc1ccccc1C(=O)COC(=O)c1nc2nc(C)cc(C)n2n1	-3	-1	-10	1	9	2	11	1.1	1
COc1ccc(C(=O)C2CCCN(Cc3cccn3-c3nccs3)C2)cc1F (centres undefined)	8	-18	-2	0.92	1	-3	10	1	-3
NS(=O)(=O)c1cccc(NS(=O)(=O)c2ccc(/C=C/C(=O)OCC(=O)c3ccc(Br)cc3)cc2)c1	31	-10	-4	0.69	16	-14	23	1	2
Cc1cc(OCC(=O)OCC(=O)NC2CCCC2)ccc1Cl	-3	10	-9	1	5	-1	1	1.1	-13
Cc1noc(C)c1S(=O)(=O)N(C)CC(=O)Nc1ccc(F)cc1	-11	-14	4	1.1	-12	-6	-11	0.96	7
Cc1ccccc1C(=O)N1CCC(C(N)=O)CC1	9	2	18	0.91	-29	18	-15	0.82	-4
CCC1Sc2ccccc2N(CC(=O)NCCC2=CCCCC2)C1=O (centres undefined)	-4	11	-1	1	0	14	25	1	16
CCn1cc(C(=O)OCC(=O)c2cc(C)n(-c3ccccc3F)c2C)c(=O)c2ccc(C)nc21	2	24	-9	0.98	15	-7	-14	1.1	71*
CC(=O)Nc1ccc(S(=O)(=O)NCCc2csc(C)n2)cc1	4	-14	9	0.96	-4	8	-7	0.91	-4
O=C(/C=C/c1ccc(OCc2ccccc2)c(OCc2ccccc2)c1)c1cccnc1	13	20	7	0.87	23	14	23	0.93	-1
COC(=O)c1ccc(OC)c(CSc2nnc(COc3ccc(Cl)cc3)o2)c1	-2	3	-14	1	18	13	15	1.1	0
COc1ccc(S(=O)(=O)ON=C2CC(C)(C)N(C(C)=O)C(C)(C)C2)cc1	2	-15	-12	0.98	1	14	-7	1.1	-3
O=C(COC(=O)c1ccccc1SCC(=O)NC1CCCCC1)NC1CCCCC1	7	-15	8	0.93	-3	-5	14	0.92	2
CC(CCN1CCN(c2ccc(F)cc2)CC1)c1ccccc1 (centres undefined)	6	-107	-31	0.94	5	1	-95	1.3	1
Cc1cc(C)cc(OC(=O)CS(=O)c2ccc(C(F)(F)F)cc2[N+](=O)[O-])c1 (centres undefined)	-2	31	12	1	10	21	51*	0.88	-2
COC(=O)c1ccc(CNC(=O)c2ccc(COc3ccccc3)cc2)cc1	-5	-9	13	1	-8	20	14	0.87	-6
C=CCNC(=O)c1sccc1Oc1ccc(F)cc1[N+](=O)[O-]	6	14	11	0.94	3	-6	13	0.89	-2
N=c1sccn1CC(=O)Nc1cc(Cl)ccc1Oc1ccccc1	1	22	-13	0.99	16	-1	15	1.1	-3
Cc1ccc(CN(C(=O)c2cc3ccccc3oc2=O)C2CCS(=O)(=O)C2)cc1 (centres undefined)	5	7	-4	0.95	-3	-6	32	1	0
CC(=O)Cn1cnc2scc(-c3ccc(C)c(C)c3)c2c1=O	-4	7	-29	1	13	14	16	1.3	-1
NC(=O)N/N=C/c1ccccc1OCc1cccc2ccccc12	-7	2	10	1.1	6	21	12	0.9	0
Cc1cc(C)c(NC(=O)COC(=O)CCc2ccc(S(=O)(=O)N3CCCCC3)cc2)c(C)c1	-5	18	-28	1.1	7	-7	9	1.3	5
CC(=O)c1ccc2oc3ccccc3c(=O)c2c1	2	9	9	0.98	5	8	15	0.91	-5
C=CCn1c(SCCCc2ccccc2)nc2c1c(=O)[nH]c(=O)n2C	7	2	7	0.93	18	17	2	0.93	-12
O=C(COC(=O)c1cc2ccccc2cc1O)NCc1ccccc1	0	-13	-5	1	0	15	3	1	2
O=C(Nc1ccc(OC(F)F)cc1)Nc1cccc(C(F)(F)F)c1	-222	63*	-20	3.2*	1	23	57*	1.2	-2
Cc1cc(Cl)c(OCCCn2cncn2)c(Br)c1	-12	20	-4	1.1	12	22	18	1	-7
CC(=O)Nc1ccc(NC(=O)c2cc(-c3ccccc3)nc3ccccc23)cc1	10	8	-4	0.9	-6	-1	14	1	0
CC(CCc1ccccc1)NC(=O)CCCn1ncn2c(cc3occc32)c1=O (centres undefined)	1	6	-21	0.99	0	5	5	1.2	4
CC1C(=O)N2CCCc3cc(S(=O)(=O)N4CCC(C(N)=O)CC4)cc1c32 (centres undefined)	2	9	-31	0.98	-7	27	4	1.3	4
O=C(CCNS(=O)(=O)c1ccccc1)N1CCOCC1	-2	-1	8	1	1	8	-20	0.92	3
COc1ccc2c(C)cc(SCC(=O)NCC3CCCO3)nc2c1 (centres undefined)	0	6	2	1	-2	16	7	0.98	0
CCC(=O)Nc1c2c(nn1-c1ccc(OC)cc1)CSC2	9	15	26	0.91	1	12	-8	0.74	-7
CCN(CC)S(=O)(=O)c1ccc(NC(=O)CC(NC(C)=O)c2ccccc2)cc1 (centres undefined)	-2	12	11	1	-5	9	15	0.89	10
O=C(Nc1ccc(Cl)cc1)C1CCN(C(=O)NC2CCCCC2)CC1	0	4	4	1	5	-14	-2	0.96	4
Cc1nc(Cl)cc(N/N=C/c2ccc(O)cc2)n1	-6	-3	6	1.1	5	18	-15	0.94	-4
O=C(NNc1nc(-c2ccc(Br)cc2)cs1)c1ccco1	6	2	-47	0.94	2	28	6	1.5	-1
CC(C)CC1=C/C(=C/c2ccc(-c3ccccc3)o2)C(=O)O1	9	18	31	0.91	30	19	31	0.69	29
CCOC(=O)c1ccc(NC(=O)NC(C)C2CCCO2)cc1 (centres undefined)	-20	-9	-11	1.2	-12	21	7	1.1	-5
CCOc1ccccc1CNC(=O)c1cc2oc3ccccc3c2n1CC	-4	4	-22	1	22	4	37	1.2	-9
CCOC(=O)C(NCCc1ccccc1)(NC(=O)CC)C(F)(F)F (centres undefined)	-2	9	-3	1	-2	12	-20	1	0
Cc1ccc2oc(-c3cccc(NC(=S)NC(=O)c4cccs4)c3)nc2c1	15	21	-7	0.85	-5	0	17	1.1	10
COc1ccc(OC)c(NC(=O)CN2C(=O)COc3ccc(S(=O)(=O)N4CCCC4)cc32)c1	-11	-2	-36	1.1	-5	16	16	1.4	-8
CC(=O)Nc1ccc(Cl)cc1C(=O)O	5	-2	22	0.95	6	9	3	0.78	-6
CN1C(C(=O)NCCc2cccs2)CC2Cn3c(nc4ccccc43)C21 (centres undefined)	0	6	20	1	-4	5	10	0.8	-1
CCCCN(CC)CCCNC(=O)c1ccc(CS(=O)(=O)c2ccccc2C)o1	0	7	6	0.99	2	16	5	0.94	-3
CCCCCCn1c(N)c(C#N)c2ccc([N+](=O)[O-])cc2c1=O	38	-1	16	0.62	9	3	0	0.84	-6
NC(=O)c1cccc(S(=O)(=O)N2CC(c3ccccc3)CC2=O)c1 (centres undefined)	11	-4	-6	0.89	-1	10	-2	1.1	-7
Cc1cc(N/N=C/c2ccc(O)cc2O)c2ccccc2n1	4	3	10	0.96	6	23	15	0.9	0
COc1ccccc1NC(=O)c1cccc(N2C(=O)C3C4C=CC(C4)C3C2=O)c1 (centres undefined)	12	5	15	0.88	13	4	9	0.85	-5
CCC(=O)NC(C)c1cc(Cl)c2ccccc2c1O (centres undefined)	2	0	-10	0.98	0	16	15	1.1	-8
CC(=O)c1ccc(N2CCN(S(=O)(=O)c3cn(C)cn3)CC2)cc1	0	5	-2	1	-9	6	-21	1	10
FC(F)(F)c1ccc(-c2noc(CN3CCCN(C4CCCCC4)CC3)n2)cc1	-10	-52	-7	1.1	8	3	-68	1.1	16
COc1ccc(NC(=O)CCN2CCCCC2)cc1	0	6	7	1	-3	3	0	0.93	-4
COc1ccc(S(=O)(=O)N2CCC(C(=O)NC3CCCC3)CC2)cc1C	5	7	-6	0.95	3	19	1	1.1	5
O=C(COC(=O)C1CCN(S(=O)(=O)c2cccs2)CC1)Nc1ccc(F)cc1Cl	-9	6	2	1.1	5	17	13	0.97	-8
COc1ccc(S(=O)(=O)Nc2ccc(O)c3ccccc23)cc1	-1	35	16	1	32	27	35	0.84	-12
COC(=O)c1cccc(NC(=O)CCc2ccccc2)c1	2	5	7	0.98	0	3	1	0.93	-3
